# Screens from PubChem.
# STK33 kinase inh: inhibitors of human STK33 kinase. purified STK33, MBP phosphorylation, ADP-Glo luminescence. 320,000 compounds, 0.073% hits. inhibition, % at 10 µM;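 active = inhibition at or above 25%, using the most active replicate where run in duplicate; inactive = inhibition below 25%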
# The depositor's hits bear a star. An excerpt. The share of hits here may be higher or lower than overall.
SMILES,STK33 kinase inh
Cc1cc(NC(=O)COC(=O)c2c(Cl)cccc2Cl)no1,-0.2
CC(C)CC1NC(=O)c2ccc(Cl)cc2-n2c1nc1ccc(F)cc1c2=O (configuration not stated),-1.6
CC(NC(=O)CSc1nnnn1C1CC1)c1ccccc1Br (configuration not stated),-0.8
COc1ccc(Cl)cc1NC(=O)C(C)Sc1nnc(C2CC2)n1C1CC1 (configuration not stated),-0.5
COc1cc(C#Cc2c(-c3cncn3C)n(C)c3ccc(Br)cc23)cc(OC)c1,-0.7
NCCCCCNC(=O)c1nc[nH]c1C(=O)NCC(=O)OCc1ccccc1,0.6
CCCc1cc(=O)[nH]c(SCC(=O)Nc2cc(S(=O)(=O)N3CCOCC3)ccc2N(CC)CC)n1,-0.2
N#Cc1nc(-c2cccc3ccccc23)oc1N,0.4
COc1ccccc1C(=O)NCCC(=O)NCC1CCCO1 (configuration not stated),-1.2
Nn1c(SCC(=O)NCCc2ccc(S(N)(=O)=O)cc2)nnc1C1CCCCC1,-0.9
O=C1NC(Cc2ccc(O)cc2)c2nc3cc(F)ccc3c(=O)n2-c2cc(Cl)ccc21 (configuration not stated),-0.8
CN(C)S(=O)(=O)c1cccc(-n2sc3ccccc3c2=O)c1,-0.8
CCCn1c(SCC(=O)Nc2cccc(F)c2)nc(O)cc1=O,-1.8
CCOC(=O)[C@H]1[C@H]2COc3ccc(C)cc3[C@@H]2N2C(=O)CN(Cc3ccccc3)C(=O)[C@@]12C,-0.1

# A run of entries from the list above:
SMILES,STK33 kinase inh
CN(C)S(=O)(=O)c1cccc(-n2sc3ccccc3c2=O)c1,-0.8
CCCn1c(SCC(=O)Nc2cccc(F)c2)nc(O)cc1=O,-1.8
CCOC(=O)[C@H]1[C@H]2COc3ccc(C)cc3[C@@H]2N2C(=O)CN(Cc3ccccc3)C(=O)[C@@]12C,-0.1

# Reprinted at random: three records from the list.
SMILES,STK33 kinase inh
CN(C)S(=O)(=O)c1cccc(-n2sc3ccccc3c2=O)c1,-0.8
COc1ccc(Cl)cc1NC(=O)C(C)Sc1nnc(C2CC2)n1C1CC1 (configuration not stated),-0.5
CCCc1cc(=O)[nH]c(SCC(=O)Nc2cc(S(=O)(=O)N3CCOCC3)ccc2N(CC)CC)n1,-0.2
